Assay outcomes deposited in PubChem by several laboratories.
MEKK2 mut-MEK5 = signal of MEK5 binding to mutant human MEKK2 PB1 domain | 0.35% of 290,000 active | bead flow cytometry, Alexa488-MEK5 binding to MEKK2 mutant | AID 1530 | percent response, % at 10 µM; in the data active = percent response above about 24%, passing the limit was not always enough; note: inactives centre near 1; some results filed as inactive read as strong as hits; reference of the scale not given here
PfM18AAP inh = blocks P. falciparum M18 aspartyl aminopeptidase; recombinant PfM18AAP, H-Glu-NHMec fluorogenic cleavage; inhibition, % at 7.35 µM; 1.2% of 290,000 active; AID 1822;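 active = inhibition above the campaign mean inhibition over all tested compounds plus 3 SD, cut at about 28% in these data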;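 note: 0% = plate median of test compound wells and 100% = 2 mM ZnCl2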
MEKK2 WT-MEK5 = raises or lowers MEK5 binding to wildtype human MEKK2 PB1 domain | bead flow cytometry, Alexa488-MEK5 binding to MEKK2 WT; actives lie on both sides | binding response (% of control), % at 10 µM | 1.1% of 290,000 active | AID 1531; in the data active = binding response below about 67% or above about 130%
FID counter = displaces DNA intercalator in HCV helicase counter-screen | DNA fluorescent intercalator displacement, fluorescence | inhibition, % at 7.9 µM | 0.17% of 290,000 active | AID 1845; in the data active = inhibition above about 37%;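 note: 0% = vehicle and 100% = reference compound; higher means more ethidium bromide displaced from hairpin DNA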
NALP1 yeast inh = NALP1 inhibition; S. cerevisiae NALP1/ASC/caspase-1 growth, X-gal OD620, 72 h; inhibition, % at 10 µM; 0.61% of 280,000 active; in the data active = inhibition mostly above about 24%, no sharp cut-off; inactive = mostly below about 32%; note: some compounds called inactive have numbers as strong as hits
MEKK3 PB1 HTS = raises or lowers MEK5 binding to the human MEKK3 PB1 domain. AID 1529. Q99759. 1.4% of 290,000 active. bead-based flow cytometry, Alexa488-MEK5 binding to MEKK3; actives lie on both sides; 0 = blocked by unlabeled MEK5, 100 = vehicle. binding response (% of control), % at 10 µM;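 active = binding response more than 3 SD above or below the average of its plate-row segment, actives on both sides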;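 note: Alexa488 bead fluorescence after subtracting the streptavidin-only scavenger bead signal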
Target sequence (Q99759 whole entry, looked up, the tested form may be a part): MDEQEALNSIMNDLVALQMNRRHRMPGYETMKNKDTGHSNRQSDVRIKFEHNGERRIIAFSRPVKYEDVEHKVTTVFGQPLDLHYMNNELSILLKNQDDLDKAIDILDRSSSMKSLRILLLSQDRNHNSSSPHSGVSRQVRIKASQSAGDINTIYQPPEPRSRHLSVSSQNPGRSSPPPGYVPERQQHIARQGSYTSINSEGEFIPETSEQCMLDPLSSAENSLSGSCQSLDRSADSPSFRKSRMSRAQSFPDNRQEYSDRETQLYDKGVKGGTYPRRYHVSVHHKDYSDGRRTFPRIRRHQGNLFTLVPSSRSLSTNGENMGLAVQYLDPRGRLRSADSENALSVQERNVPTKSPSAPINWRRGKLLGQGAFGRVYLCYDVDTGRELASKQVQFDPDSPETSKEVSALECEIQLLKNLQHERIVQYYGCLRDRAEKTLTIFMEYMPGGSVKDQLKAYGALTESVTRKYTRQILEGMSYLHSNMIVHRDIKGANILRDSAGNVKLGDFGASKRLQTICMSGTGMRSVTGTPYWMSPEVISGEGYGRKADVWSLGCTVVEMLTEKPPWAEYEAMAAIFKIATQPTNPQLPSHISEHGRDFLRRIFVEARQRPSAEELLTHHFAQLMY
OXTR ag = human OXTR agonism. P30559. 0.32% of 320,000 active. AID 2435. activation, % at 3 µM. CHO-OTR cells, Fluo-8 calcium fluorescence; normalized: DMSO 0%, oxytocin 100%;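 active = activation above the mean of all tested compounds plus 3 SD, cutoff set per screening run, cut at about 20% in these data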;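 note: peak over basal fluorescence ratio from a 100 s FLIPR kinetic read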
PHOSPHO1 block = inhibitors of human PHOSPHO1 phosphatase; Q8TCT1; recombinant PHOSPHO1, absorbance phosphatase assay; inhibition, % at 13.3 µM; 1.1% of 290,000 active; AID 1565; in the data active = inhibition above about 60%
GPR7 antag = human neuropeptides B/W receptor 1 antagonism. inhibition, % at 4.4 µM. 1.1% of 290,000 active. P48145. GPR7-expressing cells, fluorescence antagonist assay. AID 1861; in the data active = inhibition above about 16%, passing the limit was not always enough;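 note: cells stimulated with the agonist NPW; 0% = agonist with vehicle and 100% = vehicle without agonist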
Target sequence (P48145 whole entry, looked up): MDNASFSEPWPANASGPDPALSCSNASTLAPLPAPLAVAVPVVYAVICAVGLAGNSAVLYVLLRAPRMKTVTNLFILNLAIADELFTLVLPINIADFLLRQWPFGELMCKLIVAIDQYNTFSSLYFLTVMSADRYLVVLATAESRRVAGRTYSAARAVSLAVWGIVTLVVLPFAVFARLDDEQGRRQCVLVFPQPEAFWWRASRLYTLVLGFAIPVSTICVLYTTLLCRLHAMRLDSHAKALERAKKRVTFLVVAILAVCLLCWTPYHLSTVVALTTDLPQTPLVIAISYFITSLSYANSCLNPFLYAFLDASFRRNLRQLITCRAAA
Starred values were filed as active, the others as inactive; . = not tested or not shown.

The first 4 compounds (preview)
SMILES	MEKK2 mut-MEK5	PfM18AAP inh	MEKK2 WT-MEK5	FID counter	NALP1 yeast inh	MEKK3 PB1 HTS	OXTR ag	PHOSPHO1 block	GPR7 antag
Cn1c2ccccc2c2c(C(=O)NCCCN3CCCC3=O)cn(C3CCCCC3)c(=O)c21	1	12	102	-17	10	100	-1.5	23	-3
O=C(O)CC(CC(=O)N1CCN(C(=O)c2ccco2)CC1)c1ccccc1 (stereo unspecified)	-4	-6	93	-11	11	97	0.4	33	-4
O=Cc1cn(CCOc2ccccc2)c2ccccc12	6	-1	112	-6	10	106	0.8	34	10
CC(C)C(=O)NC(=S)Nc1c(Cl)ccc2nsnc12	13	-1	104	-2	.	106	-2.2	51	-4

This part in full, from the first entry:
SMILES	MEKK2 mut-MEK5	PfM18AAP inh	MEKK2 WT-MEK5	FID counter	NALP1 yeast inh	MEKK3 PB1 HTS	OXTR ag	PHOSPHO1 block	GPR7 antag
Cn1c2ccccc2c2c(C(=O)NCCCN3CCCC3=O)cn(C3CCCCC3)c(=O)c21	1	12	102	-17	10	100	-1.5	23	-3
O=C(O)CC(CC(=O)N1CCN(C(=O)c2ccco2)CC1)c1ccccc1 (stereo unspecified)	-4	-6	93	-11	11	97	0.4	33	-4
O=Cc1cn(CCOc2ccccc2)c2ccccc12	6	-1	112	-6	10	106	0.8	34	10
CC(C)C(=O)NC(=S)Nc1c(Cl)ccc2nsnc12	13	-1	104	-2	.	106	-2.2	51	-4
O=c1[nH]nc(N2CCOCC2)c(=O)[nH]1	2	-14	103	-1	10	102	0.5	7	-14
CC(=O)c1ccc2c(c1)OCCOCCOCCO2	0	1	101	0	22	101	0.8	28	-10
CC[C@H](C)[C@@H]1NC(=O)c2cc([N+](=O)[O-])cc(F)c2NCCCC[C@@H](C(N)=O)NC(=O)[C@H](CCCCN)NC1=O	19	1	110	25	25	104	-0.3	-18	-17
C#CCOCCOCCOCCNc1nc(N2CCN(C(=O)[C@H]([C@@H](C)O)n3cc(CCCCN)nn3)CC2)nc(N2CCN(C(=O)[C@H]([C@@H](C)CC)n3cc(CCCN=C(N)N)nn3)CC2)n1	7	0	100	32	12	108	0.8	-6	1
CCCn1cc([C@@H]2C[C@H]3CN(Cc4cccc(Cl)c4)C(=O)[C@]34CCCN24)c(C)n1	-2	-2	98	-9	-10	99	-0.6	28	-4
O=C(NCCCn1ccnc1)c1cccc(S(=O)(=O)N2CCCCCC2)c1	-1	2	107	3	-16	113	1.1	9	1
O=C(c1cnn2ccccc12)N1CCCc2ccccc21	15	1	118	-4	10	116	-0.1	-1	-11
Cc1ccc(C(CNC(=O)Nc2ccc(Cl)cc2)N2CCN(C)CC2)cc1 (stereo unspecified)	3	-1	112	14	12	100	2.9	29	11
CC(=O)N/N=C/c1cc(C)n(-c2ccc(Br)cc2)c1C	4	1	107	-7	28	106	-1.6	-5	-9
CCC(C)c1ccccc1NC(=O)c1cc2cccc([N+](=O)[O-])c2[nH]1 (stereo unspecified)	-7	-7	85	-1	.	90	-2.4	43	1
COc1ccccc1CCNC(=O)CCSc1nc(-c2ccco2)cc(C(F)(F)F)n1	0	4	98	-4	5	98	-1.1	-23	-7
Cc1ccc(Cl)cc1NC(=O)COC(=O)C1CCCCC1	1	9	100	-10	-4	97	-2.5	-5	1
CCN1CCN(c2nc(-c3ccccc3)nc3ccccc23)CC1	1	-3	116	15	33	142*	2.0	7	-7
O=C1Oc2ccccc2C(=O)/C1=C/N1CCN(c2ccccc2F)CC1	-48	-19	56	-5	-4	83	-0.2	7	13
NC(=O)c1ccc(NC(=O)COC(=O)c2cccc(Oc3ccccc3)c2)cc1	1	-11	100	-4	31	98	1.5	-7	0
CC(C)(C)NC(=O)NC(=O)CN1CCc2ccccc21	-13	2	84	-3	-10	88	1.6	-10	-2
CN(C)c1nc(NC(C)(C)C)nc(NC(C)(C)C)n1	-6	-8	101	-1	2	93	-0.1	42	-4
CCOC(=O)C1CCN(Cc2ccc(-c3ccccc3)cc2)CC1	1	3	106	9	12	101	.	36	-8
c1nnc2c3c4c(sc3ncn12)CCC4	-1	-5	96	-2	14	96	1.1	1	-14
CC1=C(Nc2ccc(C(=O)O)cc2)C(=O)c2ccccc2C1=O	1	-4	104	-2	22	104	1.0	26	-5
C=CCNC(=O)CN1CCC(O)(c2ccc(F)cc2)CC1	-8	1	76	2	6	66	1.4	11	-12
C=CCn1c(C)nc2c(cnn2-c2ccccc2)c1=O	11	-8	115	-5	20	104	3.4	30	-19
CC1=C(C(=O)Nc2ccc(C(=O)NCCC(C)C)cc2)SCCO1	-1	-2	98	-18	22	98	0.5	1	9
O=C(CSc1nc(-c2ccccc2)nn1C(=O)c1ccccc1)Nc1cccc([N+](=O)[O-])c1	3	1	113	17	6	105	8.8	36	15
CN(C)NC(=S)Nc1ccc2nc(-c3ccccn3)c(-c3ccccn3)nc2c1	7	6	108	-7	16	107	0.8	-15	-13
COc1ccc(Nc2ccc(Cl)nn2)cc1	0	2	98	-5	12	95	-0.1	27	8
Clc1cc(NCc2cccs2)ccc1N1CCOCC1	3	15	109	-9	36	109	-2.3	-3	10
COc1ccc(N(CC(=O)Nc2ccc(S(=O)(=O)N3CCCCC3)cc2)S(C)(=O)=O)cc1OC	2	-2	103	-22	10	102	0.6	9	-12
COc1ccccc1NC(=O)CCc1nnc2ccc(N3CCCCC3)nn12	4	9	97	-39	0	100	-2.1	51	-6
Cc1cc(C)n(-c2cc(N3CCN(S(=O)(=O)c4ccc(C)c(C)c4)CC3)ccc2[N+](=O)[O-])n1	-7	-3	94	-4	6	87	-1.2	-141	-6
Cn1cccc1/C=N/n1c(-c2ccccc2)n[nH]c1=S	3	6	99	-12	7	95	-1.5	45	-7
CC(C)(C)c1nnc(NS(C)(=O)=O)s1	1	6	101	1	.	102	1.6	.	2
CC(SCc1ccccc1)C(=O)Nc1ccc(F)cc1 (stereo unspecified)	-5	5	90	-7	12	93	-2.7	23	-4
O=c1c(-c2ccccc2)cnc2n1CCS2	1	0	102	0	-18	104	0.7	43	-4
N#CCCn1cc(C(=O)O)c(-c2cccs2)n1	-13	-7	86	-1	-21	95	1.1	-69	3
CC(=O)c1cc(C#N)c(Oc2cccc(C(F)(F)F)c2)nc1C	5	2	102	-9	7	101	-2.3	5	-10
CCCCNC(=O)/C(C#N)=C/c1ccc(C(=O)OC)cc1	-8	-17	88	-4	21	99	0.1	2	15
CC(C)CCNC(=O)c1ccc(-c2ccccc2)cc1	-6	3	88	-12	0	98	-1.9	39	-4
COC(=O)[C@H]1C[C@@H]1[C@H](NC(=O)c1cc(C)on1)c1ccccc1	6	-1	94	-4	19	93	-0.7	-6	-13
CC(C(=O)N1CCOCC1)(c1ccccc1)c1ccccc1	2	2	103	-10	25	101	-1.3	-7	-10
CCCCOc1ccc(Cl)cc1CSc1n[nH]c(C)n1	-3	-2	100	-13	-11	94	1.2	-44	-8
C/C(CC(=O)Nc1ccccn1)=N\NC(=O)c1ccc([N+](=O)[O-])cc1Cl	2	12	100	-4	-9	100	-0.3	28	-16
COc1ccc(-n2nnc3c(=O)n(CC(=O)NCC4CCCO4)cnc32)cc1 (stereo unspecified)	3	-9	104	6	22	102	0.2	16	0
Cc1cc(OCC(=O)N2CCCC2)cc(C)c1Cl	2	-2	105	-11	30	105	-1.3	-31	-10
Oc1[nH]c2ccccc2c1C=Nc1ccccc1	4	6	101	-5	8	107	-0.5	-6	-17
Cc1ccc(CNC(=O)COC(=O)c2cncc(Br)c2)cc1	-10	5	89	-8	-7	102	-0.6	32	-13
COc1cc(C2/C(=C(/O)c3ccc(OCC(C)C)cc3)C(=O)C(=O)N2CCN(C)C)ccc1O (stereo unspecified)	-2	14	97	-6	37	97	0.2	31	-10
COc1ccc(S(=O)(=O)NCc2ccco2)c2ccccc12	5	2	107	-12	12	90	-1.6	-14	-2
COc1ccc(/C=C/C(=O)c2ccc3c4c(cccc24)CC3)cc1OC	-2	-3	90	-5	16	95	-0.7	-21	-4
Cc1nn(C(C)C(=O)NCCCN2CCCC2)c(=O)c2nn(-c3ccccc3)c(C)c12 (stereo unspecified)	5	-3	112	5	12	105	-0.9	7	1
O=P(Cc1cc(Br)cc(Br)c1OCCO)(c1ccccc1)c1ccccc1	3	-10	100	-32	2	106	-2.4	36	33*
COc1ccc(Cl)cc1S(=O)(=O)N1CCCC(C(=O)N2CCOCC2)C1 (stereo unspecified)	0	-3	102	-17	20	95	-0.3	-7	15
COc1ccc(OC)c(NC(=O)Cn2cnc3c(cnn3-c3ccccc3)c2=O)c1	3	1	100	-5	-4	102	1.5	21	-1
Cc1cc(N2CCN(S(=O)(=O)c3ccccc3)CC2)c2ccccc2n1	1	5	98	5	2	100	4.7	-4	3
Cc1cc2c(OCC(O)CNCc3ccco3)cccc2[nH]1 (stereo unspecified)	-3	8	98	-11	15	93	-0.7	.	-8
COC(=O)COc1nc(C)c2c(c1C#N)CC(C)(C)OC2	5	8	102	-3	4	104	-0.8	-29	17
Further results.
SMILES	MEKK2 mut-MEK5	PfM18AAP inh	MEKK2 WT-MEK5	FID counter	NALP1 yeast inh	MEKK3 PB1 HTS	OXTR ag	PHOSPHO1 block	GPR7 antag
COc1cccc2c(Nc3ccccc3C)cc(C)nc12	11	2	121	6	10	104	0.5	40	-9
CCCn1c(SCC(=O)NCc2ccco2)nc2c1c(=O)n(C)c(=O)n2C	-3	-3	104	-7	12	104	0.7	21	4
Cc1ccc(S(=O)(=O)N2CCC(=O)N(CCOCc3cccc(C)c3)CC2)cc1	5	-5	104	-37	21	106	0.6	-4	0
CC(=O)N1C(c2ccccc2O)C[C@]2(C)CC(=O)NC12 (stereo partly specified)	-3	5	96	-2	9	97	1.0	34	-11
COc1ccc(N(CCC#N)C(=O)/C(C#N)=C\c2cccs2)cc1	4	11	96	-17	-12	106	0.4	42	16
Cc1nnsc1C(=O)NC1CCCc2c1cnn2-c1cc(F)cc(F)c1 (stereo unspecified)	0	-11	94	-19	16	94	2.1	51	6
COc1cc([N+](=O)[O-])ccc1NC(=S)Nc1cccc(C(=O)O)c1	-1	4	96	5	20	72	0.5	-12	-9
COc1ccc(/C=N/NC(=O)C[n+]2ccccc2)c(OC)c1	1	-1	101	0	14	106	0.0	32	-17
CCn1c(COc2ccc(Cl)c(C)c2)nnc1SCC(=O)N1CCCC1	-7	-10	97	-41	12	89	1.5	37	0
Cn1c(CC(=O)c2ccc(Br)cc2)[n+](C)c2ccccc21	3	3	97	5	-12	104	0.5	-1	-7
COc1ccc(C(=O)N2CCN(C(=O)c3ccco3)CC2)cc1	-1	2	95	1	10	98	0.3	22	-3
COCCNC(=O)c1ccc2c(=O)n(Cc3ccco3)c(SCC(=O)Nc3ccc(OC)cc3OC)nc2c1	0	0	103	-28	13	104	1.1	4	-3
CC(=O)Nc1ccc(NC(=O)CSc2ccc3nnc(-c4cccnc4)n3n2)cc1	3	8	106	-9	7	103	0.5	-32	-11
COc1ccc(NC(=O)[C@H](C)NC(=O)C2CCN(S(=O)(=O)c3ccc(C)cc3)CC2)cc1	3	-1	103	-44	-4	102	-1.8	17	-9
COc1ccc(CCNC(=O)[C@@H](NC(N)=O)C(C)C)cc1	-3	-11	92	-7	-15	94	0.0	6	-5
COc1ccc(NC(=O)CSc2ccc(-c3cccnc3)nn2)cc1	2	-4	102	-13	-10	99	-1.1	34	-7
c1ccc(CNCCC(Cc2ccccc2)c2ccco2)cc1 (stereo unspecified)	14	-13	120	22	.	104	1.9	32	23*

Profiles as entered above. Order of screens: MEKK2 mut-MEK5, PfM18AAP inh, MEKK2 WT-MEK5, FID counter, NALP1 yeast inh, MEKK3 PB1 HTS, OXTR ag, PHOSPHO1 block, GPR7 antag
Shown for CC(=O)Nc1ccc(NC(=O)CSc2ccc3nnc(-c4cccnc4)n3n2)cc1 : 3, 8, 106, -9, 7, 103, 0.5, -32, -11
Shown for COc1ccc(NC(=O)[C@H](C)NC(=O)C2CCN(S(=O)(=O)c3ccc(C)cc3)CC2)cc1 : 3, -1, 103, -44, -4, 102, -1.8, 17, -9
Shown for COc1ccc(CCNC(=O)[C@@H](NC(N)=O)C(C)C)cc1 : -3, -11, 92, -7, -15, 94, 0.0, 6, -5
